High-throughput results from PubChem.
TNAP activators – stimulation of alkaline phosphatase TNAP activity – biochemical, luminescent, no phosphate acceptor, uHTS, primary screen (AID 1001). purified TNAP, luminescent activation assay, no phosphate acceptor; higher activation fold means a stronger effect. activation fold at 20 µM, or EC50 in µM where a hit was titrated. actives 0.03% (n = 200,000); in the data active means activation fold from about 3, or a potency from the dose series; inactive means the rest, 99 in 100 with activation fold below about 1.6; further: many of its hits are not listed in these tables
human PMI inhibition – inhibitors of human PMI, primary screen, biochemical, fluorescence intensity, coupled assay (AID 1209); inhibition, % at 20 µM; hits with a dose series show IC50 in µM; purified PMI enzyme, coupled fluorescence intensity; higher % means a stronger effect; actives 0.42% (n = 190,000);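 further: plate controls were DMSO vehicle for no effect and wells lacking substrate for full effect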
West Nile antiviral – inhibition of WNV-induced cytopathic effect – cell-based, CPE readout (AID 1621); actives 0.02% (n = 290,000); one-dose CPE inhibition, % at 10 µM; IC50 in µM for titrated hits; West Nile virus-infected cells, CPE inhibition; higher % means a stronger effect; in the data active means a potency from the dose series; inconclusive means CPE inhibition mostly from about 3.7% at the one dose, without a potency; inactive means the rest, 99 in 100 with CPE inhibition below about 2.2%; further: strong numbers were not always called active
P. falciparum M17LAP – P. falciparum M17LAP inhibitors, primary screen, biochemical, fluorogenic H-Leu-NHMec substrate, 1536-well (AID 1619) | recombinant M17LAP, H-Leu-NHMec fluorogenic kinetic assay; higher % means a stronger effect | one-dose inhibition, % at 30 µM; IC50 in µM for titrated hits | actives 0.38% (n = 220,000);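 active means compound inhibiting the enzyme by more than half at any dose during confirmatory dose-response retesting; inconclusive means strong single-dose inhibitors picked by rank but not retested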;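 further: plate controls were full reaction with DMSO carrier for no effect and no enzyme background for full effect; strong numbers were not always called active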
UTI89 phage lysis – protection from phage-mediated lysis, alamar blue read-out – E. coli UTI89, K1F phage, bacterial capsule biogenesis inhibitors (AID 488966); inhibition, % at 100 µM, or IC50 in µM where a hit was titrated; E. coli UTI89 K1F phage lysis, alamar blue, 2 h; higher % means a stronger effect; actives 0.02% (n = 340,000);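 active means phage lysis inhibition, versus mean bacterial control, above a set limit; inconclusive means no clear call, values can overlap the other calls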;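 further: capsule biogenesis inhibitors block K1F phage lysis so surviving cells raise fluorescence; higher fluorescence means more inhibition of phage lysis; actives were called in the ten point dose series up to 300 µM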
T cell modulator – T cell immune modulators affecting CD8 T cell-vesicle binding; 2C CD8+ T cell-vesicle binding, flow cytometry; active compounds read low; calls only at 7 µM; actives 0.068% (n = 330,000);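 active means response, share of CD8 T cells binding vesicles, and their 90th percentile fluorescence all below set limits, cut at about 80% in these data, passing the limit was not always enough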
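Incubation: binding step 1.5 h, 37 °C, antibody labelling 20 min, ice; system: murine 2C transgenic CD8+ T lymphocytes; technique: cytometric PE anti-B7-1 and Alexa647 anti-CD8 signals after 1% paraformaldehyde fixation; also added: QL9-charged Drosophila Ld/ICAM-1/B7-1 vesicles; control set: naked versus QL9-loaded vesicles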
RSV antiviral HEp-2 – inhibition of RSV-induced cytopathic effect – HEp-2 cells, primary 10 µM value included (AID 2391); CPE inhibition, % at 10 µM; hits with a dose series show IC50 in µM; actives 0.13% (n = 310,000); HEp-2 cells, RSV-induced CPE inhibition; higher % means a stronger effect; in the data active means a potency from the dose series; inconclusive means CPE inhibition mostly from about 23% at the one dose, without a potency; inactive means the rest, 99 in 100 with CPE inhibition below about 21%; further: strong numbers were not always called active
PMI inhibition – MPI inhibition at elevated mannose 6-phosphate – biochemical, fluorescence intensity, high mannose 6-phosphate, primary screen (AID 1220); recombinant PMI enzyme, coupled fluorescence intensity; higher % means a stronger effect; one-dose inhibition, % at 20 µM; IC50 in µM for titrated hits; actives 0.66% (n = 190,000)
M1AAP inhibition – malaria alanyl aminopeptidase activity blockers – biochemical, fluorogenic H-Leu-NHMec substrate, 1536-well (AID 1445). actives 0.42% (n = 220,000). recombinant M1AAP, H-Leu-NHMec fluorogenic kinetic assay; higher % means a stronger effect. inhibition, % at 30 µM, or IC50 in µM where a hit was titrated;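 active means primary inhibition above the hit cutoff, then over 50% inhibition at one or more dose response concentrations, cut at about 23% in these data, passing the limit was not always enough; inconclusive means conflicting primary data, or primary hits not chosen for dose response; inactive means low primary inhibition, or under 50% at every dose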;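 further: plate controls were DMSO full reaction for no effect and no enzyme background for full effect; strong numbers were not always called active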
T cell modulator vesicle-bound % – further read-out of T cell modulator, marked with its call; double positive events, %; measured here: CD8+ vesicle-bound cell fraction;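 binding gate set so that unloaded-vesicle control wells show 10% double positive cells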
Starred values were filed as active, the others as inactive; i = inactive; u = inconclusive; x = no result given; [ ] = remark or other dose. Unless noted, no stated cut-off is given here; in the data, active means inhibition above about 50%; inactive means the rest.

SMILES | human PMI inhibition | UTI89 phage lysis | T cell modulator | PMI inhibition | TNAP activators | RSV antiviral HEp-2 | T cell modulator vesicle-bound % | P. falciparum M17LAP | West Nile antiviral | M1AAP inhibition
Cc1ccc(C(=O)Cn2cc([N+](=O)[O-])nc2C)cc1 | x | -0.4% | i | x | x | 2.5% | 56 | 8% | -0.5% | 7%
O=C(Nc1ccc(N2CCN(C(=O)c3ccccc3)CC2)cc1)c1cccs1 | x | 0.5% | i | x | x | 5.5% | 49 | x | -0.4% | x
O=C(COC(=O)c1cc([N+](=O)[O-])ccc1N1CCOCC1)Nc1cccc(F)c1 | x | -0.3% | i | x | x | 4.0% | 21 | x | -0.4% | x
O=C(C1=C[C@@H](c2coc3ccccc3c2=O)C[C@@H](OCc2ccc(CO)cc2)O1)N1CCN(Cc2ccc3c(c2)OCO3)CC1 | 20% | -0.6% | i | 15% | 1 | 4.8% | 10 | -3% | -0.3% | 1%
Cc1cc(S(=O)(=O)Nc2ccc3ccccc3c2)c(C)s1 | 16% | 0.1% | i | 11% | 1 | 5.7% | 46 | 2% | 2.1% | 1%
O=C(CSc1nnc(-c2ccccn2)n1Cc1ccccc1)Nc1ccc2c(c1)OCO2 | 14% | 3.7% | i | 7% | 1.1 | -0.7% | 22 | 4% | -0.3% | -1%
COc1ccccc1-c1ccc(=O)n(CC(=O)NCc2cccs2)n1 | 6% | -1.4% | i | 11% | 1 | 0.5% | 37 | -5% | -0.2% | -2%
COc1ccc(NS(=O)(=O)c2ccc3oc(SCC(N)=O)nc3c2)cc1 | x | -0.4% | i | x | x | 9.9% | 4 | x | -0.1% | x
Cc1cc2nc(-c3ccc(SCc4ccccn4)nc3)[nH]c2cc1C | 2% | -1.0%[50 µM] | i | 10% | 1.1 | u | 52 | -5% | -0.3% | 4%
CNC(=S)N(CCc1c(C)[nH]c2ccc(C)cc12)Cc1cccs1 | 5% | 0.5% | i | 4% | 1.1 | 5.4% | 12 | -15% | -1.5% | 2%
O=C1CC(C(=O)Nc2cc(Cl)ccc2Cl)n2ncnc2N1 (stereo not drawn) | -8% | 0.1% | i | -10% | 1.2 | 1.1% | 21 | -6% | 0.5% | -2%
CCCCC(C(=O)NC(C)(C)C)N(Cc1ccccc1)C(=O)c1snc(C(N)=O)c1N (stereo not drawn) | x | 0.1% | i | x | x | 0.4% | 27 | x | -0.3% | x
O=S(=O)(c1ccccc1)N1CCN(Cc2cccc(Cl)c2)CC1 | 13% | 1.1% | i | 5% | 1.1 | 2.6% | 28 | 3% | -0.8% | -2%
COC(=O)c1cccc([N+](=O)[O-])c1CN1CCCC(C(N)=O)C1 (stereo not drawn) | -9% | 0.4% | i | -6% | 1.1 | 0.6% | 6 | 2% | 0.5% | 2%
COc1cc(SC)ccc1C(=O)OCC(=O)NCCNC(=O)COC(=O)c1ccc(SC)cc1OC | x | -0.1% | i | x | x | 1.2% | 66 | x | -0.4% | x
O=C(NNC(=O)c1ccc([N+](=O)[O-])cc1Cl)c1ccncc1 | -24% | 1.5%[50 µM] | i | -26% | 1.2 | 1.8% | 44 | 20% | -0.8% | 4%
CCn1c(SCC(=O)Nc2ccc3c(c2)OCO3)nc2c1c(=O)n(C)c(=O)n2C | 10% | 1.4% | i | 5% | 1.1 | 0.8% | 45 | 4% | 1.4% | -2%
O=C(CN(c1ccc2c(c1)OCCO2)S(=O)(=O)c1ccccc1)Nc1ccc2c(c1)OCO2 | 23% | -1.0% | i | 21% | 1 | 1.8% | 35 | -1% | 0.1% | 4%
Cc1c(C(c2cccc(Br)c2)c2c(C)n(C)n(-c3ccccc3)c2=O)c(=O)n(-c2ccccc2)n1C | x | 0.1% | i | x | x | 0.2% | 62 | x | -1.5% | x
Cc1ccc(CNC(=O)C2CCCN(C(=O)Nc3ccc(F)cc3)C2)cc1 (stereo not drawn) | x | 0.5% | i | x | x | 3.2% | 9 | x | -1.1% | x
O=C(NN1C(=O)C2C3c4ccccc4C(c4ccccc43)C2C1=O)c1ccccc1 (stereo not drawn) | 14% | -0.3% | i | 6% | 1 | 0.8% | 23 | 2% | -0.3% | -2%
CC(=O)Nc1ccc(NC(=O)COC(=O)C2c3ccccc3Oc3ccccc32)cc1 | 5% | 0.3% | x | 9% | 1.1 | x | x | 9% | 0.2% | 6%
O=C(Nc1c2c(nn1-c1ccccc1)CSC2)c1ccc(N2C(=O)CCC2=O)cc1 | -8% | 9.5% | i | -16% | 1.1 | 1.0% | 21 | 9% | 0.0% | 12%
CCc1sc(C(=O)N2CCCN(C)CC2)cc1Br | x | 0.2% | i | x | x | -0.7% | 55 | x | 0.1% | x
O=c1cc(N2CCN(c3ccccc3F)CC2)[nH]c(=O)n1-c1ccc(Br)cc1 | -3% | -0.2% | i | -9% | 1.1 | -0.2% | 25 | 3% | -0.2% | 6%
CC1=NN(C(N)=S)C(=O)C1N=Nc1ccc(Br)cc1 (stereo not drawn) | x | 1.0% | i | x | x | 11% | 54 | x | 1.6% | x
COc1ccccc1/C=C/C=N/n1c(-c2ccco2)n[nH]c1=S | x | 0.3% | i | x | x | -0.6% | 23 | -7% | 0.4% | 13%
Cc1nc2ccc(NC(=O)Cc3ccsc3)cc2s1 | 6% | 0.6% | i | -5% | 1.1 | 0.3% | 26 | 17% | 0.3% | -2%
CC(C)(C)c1ccc(-c2nc(C#N)c(NCCCn3ccnc3)o2)cc1 | x | -0.1% | i | x | x | 8.1% | 29 | -3% | -1.4% | 1%
COc1cccc(-n2nnnc2S(C)(=O)=O)c1 | 6% | -1.0% | i | 3% | 1.1 | -3.8% | 32 | -11% | -2.6% | -1%

The closing five entries of the section before lead into the next.
SMILES | human PMI inhibition | UTI89 phage lysis | T cell modulator | PMI inhibition | TNAP activators | RSV antiviral HEp-2 | T cell modulator vesicle-bound % | P. falciparum M17LAP | West Nile antiviral | M1AAP inhibition
CC1=NN(C(N)=S)C(=O)C1N=Nc1ccc(Br)cc1 (stereo not drawn) | x | 1.0% | i | x | x | 11% | 54 | x | 1.6% | x
COc1ccccc1/C=C/C=N/n1c(-c2ccco2)n[nH]c1=S | x | 0.3% | i | x | x | -0.6% | 23 | -7% | 0.4% | 13%
Cc1nc2ccc(NC(=O)Cc3ccsc3)cc2s1 | 6% | 0.6% | i | -5% | 1.1 | 0.3% | 26 | 17% | 0.3% | -2%
CC(C)(C)c1ccc(-c2nc(C#N)c(NCCCn3ccnc3)o2)cc1 | x | -0.1% | i | x | x | 8.1% | 29 | -3% | -1.4% | 1%
COc1cccc(-n2nnnc2S(C)(=O)=O)c1 | 6% | -1.0% | i | 3% | 1.1 | -3.8% | 32 | -11% | -2.6% | -1%
CCOc1cccc(CNCc2ccc(C(=O)O)cc2)c1 | -12% | 0.3% | i | -13% | 1.1 | -1.1% | 62 | 18% | 0.2% | 10%
Cc1ccc(C)c(-n2cc(CNCCc3cnccn3)c(-c3ccccc3)n2)c1 | -7% | 0.3% | i | -2% | 1.1 | -1.7% | 53 | 2% | -1.2% | 4%
C=CCc1c(C)nn(CC(=O)O)c1-c1ccccc1 | -7% | 12% | i | -6% | 1.1 | 0.0% | 40 | 8% | 0.4% | 13%
O=C(NC1CCCCC1)C1CCC(=O)N(Cc2cccc(C(F)(F)F)c2)C1 (stereo not drawn) | x | 0.5%[50 µM] | i | x | x | 0.9% | 62 | x | -1.2% | x
CCc1nc2ccc(C)cc2c(C(=O)NC2CCCCC2C)c1C (stereo not drawn) | -6% | -0.1% | i | -7% | 1.1 | -1.6% | 21 | 16% | 0.0% | 6%
O=c1[nH]ncc2c3ccccc3n(Cc3ccccc3)c12 | 2% | 7.6% | i | 0% | 1 | 2.0% | 23 | -6% | -0.1% | -1%
CCOC(=O)C(NC(=O)c1ccccc1)(OCc1ccccc1)C(F)(F)F (stereo not drawn) | 8% | 1.1%[50 µM] | i | 9% | 1.1 | -0.2% | 49 | -8% | -1.0% | -1%
COc1ccc(-n2nc(C(=O)Nc3cc(OC)c(OC)c(OC)c3)c3ccccc3c2=O)c(OC)c1 | 8% | -0.2% | i | 13% | 1 | 2.6% | 62 | 5% | -0.2% | 4%
COc1ccc(-n2c(COc3ccc(C)cc3)nnc2SCC(=O)O)cc1 | x | 0.1% | i | x | x | -0.5% | 42 | x | 0.5% | x
COCCn1c(-c2ccccc2)nc2oc3cc(OC)ccc3c(=O)c2c1=O | 9% | 1.8% | i | 1% | 1.1 | 0.7% | 8 | 9% | 1.5% | 2%
C[n+]1cccc(C(=O)Nc2ccccc2)c1 | x | -0.1% | i | x | x | 0.1% | 53 | x | 0.6% | x
CC(C)CNC(=O)COc1cccc(C(=O)NCc2ccccc2)c1 | 1% | 0.5% | i | 3% | 1.1 | 2.7% | 22 | 4% | -0.2% | 1%
COc1cccc([C@@H]2Oc3ccc(OC)cc3C(=O)[C@H]2OC(=O)N[C@H](C)C2CCCCC2)c1 | 0% | x | x | 11% | 1.1 | 1.7% | x | -23% | x | 0%
Cc1cc(C(=O)CSc2ncn[nH]2)c(C)n1-c1cccc(S(=O)(=O)N2CCOCC2)c1 | 19% | 1.8% | i | 4% | 1.4 | 1.0% | 34 | 23µM* | -0.6% | 4%
COCCNC(=O)CCn1nc(-c2ccc(Cl)cc2)c2ccccc2c1=O | x | 0.2% | i | x | x | 1.3% | 33 | x | -1.1% | x
O=C(c1ccccc1F)N1CCN(Cc2cccc(Cl)c2)CC1 | -2% | -0.1% | i | -5% | 1.1 | 6.6% | 59 | 5% | -0.4% | -6%
CCOC(=O)C1CCCCN1Cc1cccc(OCc2ccccc2)c1 (stereo not drawn) | x | 0.1% | i | x | x | 4.8% | 14 | x | -0.3% | x
COC(=O)c1sccc1NC(=O)Nc1cc(C)cc(C)c1 | x | -0.1% | i | x | x | 0.7% | 28 | x | -0.4% | x
